NOD2 inhibition – NOD2 signaling inhibitors, cell-based, luminescence, uHTS, HEK293 (AID 1566); HEK293 NOD2/NF-kB luciferase reporter, luminescence; higher % means a stronger effect; inhibition, % at 4 µM, or EC50 in µM where a hit was titrated; 290,000 tested, 0.63% active; further: many of its hits are not listed in these tables
Myeloid diff 2 – myeloid differentiation induction; calls only at 10 µM; 360,000 tested, 1% active; ER-HoxA9 myeloid progenitors, lysozyme-GFP differentiation, flow cytometry; AID 624256;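 active means normalized GFP-positive differentiation at or above the plate's own cutoff, the solvent-only control mean plus 3 SD; inconclusive means no clear call, values can overlap the other calls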;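 further: cells exposed to compound for four days before flow analysis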
GPR55 activation – selective activators of receptor GPR55 – imaging, U2OS cells, beta-arrestin-GFP redistribution, primary screen (AID 1961); U2OS GPR55 beta-arrestin-GFP redistribution imaging; higher % means a stronger effect; one-dose activation, % at 10 µM; EC50 in µM for titrated hits; 290,000 tested, 0.048% active;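 active means activation above 40% with more than 50 cells counted in the well; inconclusive means wells holding fewer than 50 cells, flagged as toxic or sparse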;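 further: U2OS osteosarcoma cells stably expressing GPR55 and beta-arrestin-GFP; plate controls were DMSO negative control for no effect and LPI positive control for full effect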
GPR55 antagonists – GPR55 antagonists blocking LPI-driven arrestin recruitment, primary screen, imaging, U2OS, beta-arrestin-GFP, LPI agonist (AID 2013) | U2OS GPR55 beta-arrestin-GFP translocation imaging, LPI antagonism; higher % means a stronger effect | one-dose inhibition, % at 10 µM; IC50 in µM for titrated hits | 290,000 tested, 0.13% active;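 active means spots per cell inhibited over 60%, with over 100 cells counted and total cytoplasm intensity under 500,000; inconclusive means wells with under 100 cells, flagged as likely toxic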;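 further: U2OS cells stably carrying GPR55 and arrestin-GFP stimulated by 5 µM LPI near EC80; imaged beta-arrestin-GFP aggregate spots per cell after agonist stimulation; plate controls were LPI-stimulated DMSO wells for no effect and DMSO wells without LPI for full effect; some results filed as inactive read as strong as hits; confirmed hits need IC50 under 10 µM and bright autofluorescent wells are also inconclusive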
KOR beta-arrestin-1 – KOR antagonists, beta-arrestin recruitment, cell-based, luminescence, uHTS (AID 1778); one-dose inhibition, % at 10 µM; IC50 in µM for titrated hits; 290,000 tested, 0.091% active; KOR beta-arrestin recruitment, luminescence, antagonist mode; higher % means a stronger effect; further: strong numbers were not always called active
HIV fusion peptide – cell-free HIV fusion peptide-binding blockers – biochemical, uHTS, fluorescence dequenching, primary screen (AID 1986) | cell-free peptide binding, fluorescence dequenching, 30 min; higher % means a stronger effect | inhibition, % at 20 µM, or IC50 in µM where a hit was titrated | 290,000 tested, 0.3% active; in the data active means inhibition mostly above about 52%, no sharp cut-off; inactive means mostly below about 76%; further: some results filed as inactive read as strong as hits
GPR35 antagonists – inhibition of zaprinast-stimulated GPR35 beta-arrestin translocation – imaging, U2OS, beta-arrestin-GFP, zaprinast agonist, primary screen (AID 2058); 290,000 tested, 0.052% active; one-dose inhibition, % at 10 µM; IC50 in µM for titrated hits; U2OS GPR35 beta-arrestin-GFP translocation imaging, zaprinast antagonism; higher % means a stronger effect;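 active means inhibition of at least 50% with at least 30 cells and total cytoplasm GFP at most 10,000,000; inconclusive means under 30 cells or total GFP of 10,000,000 plus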
KOR beta-arrestin-2 – KOR agonists, beta-arrestin recruitment, primary screen, cell-based, luminescence, uHTS (AID 1777); KOR beta-arrestin recruitment, luminescence; higher % means a stronger effect; one-dose activation, % at 10 µM; EC50 in µM for titrated hits; 280,000 tested, 0.02% active; in the data active means activation above about 50%, passing the limit was not always enough; further: a part of the inactive calls stands beside numbers as strong as those of hits
NOD1 NF-kB reporter – NOD1 signaling inhibitors, primary screen, cell-based, luminescence, uHTS (AID 1578). inhibition, % at 4 µM; hits with a dose series show EC50 in µM. 290,000 tested, 1% active. NOD1-driven NF-kB luciferase reporter cells, luminescence; higher % means a stronger effect; in the data active means inhibition mostly above about 36%, no sharp cut-off; inactive means mostly below about 34%;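 further: HEK-293T reporter cells stimulated with the NOD1 agonist gamma-tri-DAP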
Myeloid diff 2 GFP+ MAC1+ % – recorded beside Myeloid diff 2, whose call it bears; GFP+ MAC1+ double positive, %; measured here: differentiation confirmed by MAC1 staining
An asterisk follows results filed as active; i = inactive; ? = inconclusive; . = no result given; + = active, no number; [ ] = another dose, or the depositor's remark. Unless noted, no stated cut-off is given here; in the data, active means inhibition above about 50%; inactive means the rest.

Start of the data: the first three compounds, ahead of the listing:
SMILES | NOD2 inhibition | Myeloid diff 2 | Myeloid diff 2 GFP+ MAC1+ % | GPR55 activation | GPR55 antagonists | KOR beta-arrestin-1 | HIV fusion peptide | GPR35 antagonists | KOR beta-arrestin-2 | NOD1 NF-kB reporter
O=C(OCC1OC(n2cnc3c(N(C(=O)c4ccccc4)C(=O)c4ccccc4)ncnc32)C(O)C1F)c1ccccc1 (centres undefined) | -46% | i | 0.7 | -0.1% | 16% | 8% | 6.5% | -6% | 0.9% | 30%
Fc1ccccc1NC(=S)Nc1ccc(Br)cc1 | -26% | i | 1.3 | 0.4% | -3% | -4% | 1.6% | -2% | -4.6% | -9%
C=CCn1c(SCc2csc(-c3ccc(C)cc3)n2)nnc1-c1ccccc1OC | -5% | i | 1.6 | 0.2% | 3% | -4% | -0.3% | -8% | 0.0% | -9%

The list itself, repeating the preview:
SMILES | NOD2 inhibition | Myeloid diff 2 | Myeloid diff 2 GFP+ MAC1+ % | GPR55 activation | GPR55 antagonists | KOR beta-arrestin-1 | HIV fusion peptide | GPR35 antagonists | KOR beta-arrestin-2 | NOD1 NF-kB reporter
O=C(OCC1OC(n2cnc3c(N(C(=O)c4ccccc4)C(=O)c4ccccc4)ncnc32)C(O)C1F)c1ccccc1 (centres undefined) | -46% | i | 0.7 | -0.1% | 16% | 8% | 6.5% | -6% | 0.9% | 30%
Fc1ccccc1NC(=S)Nc1ccc(Br)cc1 | -26% | i | 1.3 | 0.4% | -3% | -4% | 1.6% | -2% | -4.6% | -9%
C=CCn1c(SCc2csc(-c3ccc(C)cc3)n2)nnc1-c1ccccc1OC | -5% | i | 1.6 | 0.2% | 3% | -4% | -0.3% | -8% | 0.0% | -9%
CC(=O)NCc1ccc(S(=O)(=O)N/N=C/c2ccc(Br)cc2)cc1 | -7% | i | 0.3 | -0.2% | 5% | -30% | -0.6% | 10% | 0.3% | -22%
COc1ccc(C)cc1S(=O)(=O)N(C)CC(=O)N1CCCCCC1 | -17% | i | 5.9 | 0.2% | 5% | 9% | 0.3% | -7% | -0.1% | .
c1ccc(-n2cnc3ccccc32)nc1 | 24% | i | 0.5 | -0.2% | 12% | 7% | 0.8% | 2% | -3.7% | 29%
CCn1nc(NC(=O)c2cccnc2)c2cc3cccc(C)c3nc21 | 6% | i | 1.1 | 0.2% | 10% | -10% | -0.4% | 7% | -1.4% | -12%
C=CCOc1cc(OC)c(OC)c(OC)c1 | 3% | i | 0.4 | -0.3% | 12% | 12% | -0.1% | -4% | 4.4% | -4%
CC1CCCC(C)N1C(=O)CSc1ncccn1 (centres undefined) | 0% | i | 0.3 | -0.3% | -10% | 0% | -0.6% | 9% | -2.3% | -15%
COc1ccc(Nc2ncnc3scc(-c4ccc(OC)cc4)c23)cc1 | -2% | i | 0.3 | -0.4% | 4% | -62% | -3.6% | 0% | 4.8% | 67%
Cc1ccc(C(=O)CCC(=O)Nc2cccc(C)c2)cc1 | -2% | i | 0.5 | 0.4% | 2% | -16%[20 µM] | -1.1% | -5% | 0.0% | -30%
Cc1nc(C)c(C(=O)N/N=C/c2cn(C)c3ccccc23)s1 | 7% | i | 0.8 | -0.2% | -17% | -38% | -1.8% | 6% | -0.2% | 11%
O=C(c1cn[nH]c1)c1cc(F)ccc1O | -8% | i | 1.4 | 0.3% | 2% | 3% | -3.3% | -13% | -0.7% | 36%
CCN(CC)CCN1C(=O)C(O)=C(C(=O)c2ccco2)C1c1ccccn1 (centres undefined) | 10% | i | 0.8 | 0.3% | 24% | -35% | 1.3% | 4% | 0.6% | -8%
COC(=O)N/N=C/c1ccc([N+](=O)[O-])s1 | -4% | + | 0.7* | 0.5% | 11% | -28% | 41% | -17% | 1.5% | -15%
CCC(Sc1nc(=O)cc(N)n1-c1ccccc1)C(=O)Nc1cc(C)on1 (centres undefined) | 0% | i | 2.0 | -0.2% | -7% | 20% | -0.7% | -7% | 5.3% | 1%
O=C(Cc1ccc(Nc2nc(=S)[nH]c3ccccc23)cc1)NC1CCCCC1 | 18% | . | . | 0.0% | 17% | -45% | -1.0% | -4% | -2.3% | -21%
CCn1c2ccccc2c2cc(/C=N/NC(=O)c3ccccc3)ccc21 | -43% | i | 0.0 | 1.1% | -4% | -24% | -2.3% | 12% | -1.4% | 41%
COc1ccccc1-n1c(SCC(=O)Nc2ccccc2F)nc2[nH]ncc2c1=O | -12% | i | 1.1 | 0.0% | 6% | 2% | 1.1% | 6% | 0.9% | -66%
CC(C)(C)C(=O)Nc1ccc(/C=C/C(=O)c2ccco2)cc1 | -37% | i | 0.1 | -0.2% | 4% | -23%[20 µM] | 0.4% | -4% | 2.0% | 45%
O=C(N/N=C/c1ccco1)C1CC1(c1ccccc1)c1ccccc1 (centres undefined) | -22% | i | 1.0 | -0.2% | -5% | -23% | 6.2% | -5% | -2.2% | -24%
Cc1c(C(=O)NCC2CCCO2)sc2nc(-c3ccccc3)cn12 (centres undefined) | -16% | i | 2.7 | -0.1% | 12% | 37% | -2.0% | 9% | -4.0% | -6%
Oc1ccc(-c2nnc(Nc3ccccc3)c3ccccc23)cc1 | -24% | i | 0.2 | -0.1% | 6% | 25% | -2.0% | 5% | -5.0% | -1%
CCOc1ccccc1N(CC(=O)NC1CCCCC1)S(C)(=O)=O | -22% | i | 0.8 | 0.4% | -3% | -23% | 21% | 4% | -4.8% | -6%
CC(C)OCCCNC(=O)C1CCN(S(=O)(=O)N2CCCCC2)CC1 | 16% | i | 1.5 | 0.3% | -7% | 16% | -1.9% | -2% | 0.4% | 10%
O=C(CCN1CCCCC1c1cccnc1)NCc1ccccc1 (centres undefined) | 10% | i | 0.3 | -0.1% | -4% | -25% | 2.0% | 10% | 0.3% | -4%
O=S(=O)(Nc1nc2c(s1)CCCC2)c1ccc(Br)cc1 | 16% | i | 0.9 | -0.1% | 3% | -24% | 0.4% | -13% | 0.8% | 8%
Fc1ccc(-n2c(-c3ccco3)nc3nc4ccccc4nc32)cc1 | 0% | + | 1.0* | -0.2% | 0% | -1% | 3.2% | 5% | 4.7% | 5%
O=C(Nc1ccc(F)c(F)c1)C1CCN(S(=O)(=O)c2cccc3nonc23)CC1 | -15% | i | 4.8 | -0.1% | -12% | -39% | 0.7% | 2% | 3.0% | 34%
C/C(=N/NC(=O)CNC(=O)c1cccnc1)c1ccccc1 | 0% | i | 0.8 | -0.2% | 26% | 8% | -0.7% | 15% | -2.4% | 2%
COc1ccc(/C(O)=C2\C(=O)C(=O)N(CC3CCCO3)C2c2cc(OC)ccc2OC)cc1 (centres undefined) | 7% | i | 1.0 | -0.1% | 2% | 2% | 1.3% | 0% | -1.2% | 13%
O=C1/C(=C\c2cccc(O)c2)SC(=S)N1Cc1ccccc1 | -8% | i | 0.2 | -0.2% | -6% | -33%[20 µM] | 1.5% | 0% | 0.7% | -15%
CCOC(=O)CNC(=O)c1cc(-c2ccc3c(c2)OCCO3)oc1C | -25% | i | 1.0 | -0.1% | -3% | 26% | -1.8% | -9% | 0.8% | -24%
CCN(CC)CCN1C(=O)C(=O)/C(=C(/O)c2cnn(-c3ccccc3)c2C)C1c1cccnc1 (centres undefined) | 11% | i | 0.3 | -0.1% | 3% | 12% | 0.9% | -1% | -1.0% | -21%
C=C(C)C1Cc2c(C)nn(-c3ccccn3)c2C1 (centres undefined) | 0% | i | 0.9 | -0.1% | -5% | 19% | -0.5% | -6% | 2.3% | 13%
CC1CCCC(NC(=O)COC(=O)c2sc3ccccc3c2Cl)C1C (centres undefined) | 14% | i | 0.2 | 0.5% | -1% | -15% | -2.2% | -8% | -1.0% | -15%
COc1cccc(N(CC(=O)NC2CCCC2)C(=O)CCCC(=O)Nc2ccccn2)c1 | 18% | i | 2.2 | 0.2% | 12% | -30% | 1.3% | -12% | -2.0% | -58%
COc1ccccc1N1CCN(C2CCCN(C(=O)c3csc(C)n3)C2)CC1 (centres undefined) | 1% | i | 0.6 | -0.1% | 6% | -10% | 2.0% | 8% | 1.0% | -15%
CCCC(c1nnnn1Cc1ccco1)N1CCN(c2cc(Cl)ccc2C)CC1 (centres undefined) | -22% | i | 1.7 | -0.2% | -16% | -12% | 0.3% | -6% | -4.7% | -28%
Cc1oc(-c2ccccc2Cl)nc1CS(=O)CC(=O)NCc1ccc2c(c1)OCO2 (centres undefined) | -27% | ? | . | -0.2% | 9% | 15% | -0.9% | 9% | 1.2% | -40%
COc1ccc(NC(=S)N2CCN(C(=O)c3ccccc3)CC2)cc1 | -3% | i | 0.4 | -0.1% | 11% | -34% | -1.1% | 8% | -1.3% | -14%
O=C(O)COc1ccccc1/C=N/NC(=O)c1ccc(F)cc1 | 10% | i | 0.6 | -0.6% | -11% | 6% | -1.0% | -1% | -3.1% | -20%
COC(=O)c1cc(S(=O)(=O)NCC2CCN(Cc3ccc(Cl)cc3)CC2)cn1C | -11% | ? | . | -0.2% | -19% | -31% | 1.1% | -5% | 5.5% | 12%
COc1cc(C2C(C(=O)c3ccc(C)o3)=C(O)C(=O)N2Cc2cccnc2)ccc1O (centres undefined) | 10% | i | 0.9 | -0.1% | 0% | 23% | 5.4% | 4% | -1.5% | 2%
Cn1c(=O)c2ncn(CC(=O)NCCOCc3ccccc3Cl)c2n(C)c1=O | 11% | i | 0.2 | 0.5% | -1% | . | -3.0% | -10% | . | -27%
CC1(C)CC2CC(C)(CN2C(=O)c2ccc([N+](=O)[O-])cc2[N+](=O)[O-])C1 (centres undefined) | 3% | i | 0.6 | -0.2% | 1% | 6% | -0.2% | -6% | -0.5% | -26%
COc1ccc(C(C)C)cc1S(=O)(=O)n1ccnc1C | 9% | i | 0.4 | 0.1% | 15% | 0% | 0.1% | -8% | 9.0% | 20%

Looked up by compound from the entries so far, three records:
SMILES | NOD2 inhibition | Myeloid diff 2 | Myeloid diff 2 GFP+ MAC1+ % | GPR55 activation | GPR55 antagonists | KOR beta-arrestin-1 | HIV fusion peptide | GPR35 antagonists | KOR beta-arrestin-2 | NOD1 NF-kB reporter
COC(=O)c1cc(S(=O)(=O)NCC2CCN(Cc3ccc(Cl)cc3)CC2)cn1C | -11% | ? | . | -0.2% | -19% | -31% | 1.1% | -5% | 5.5% | 12%
Cn1c(=O)c2ncn(CC(=O)NCCOCc3ccccc3Cl)c2n(C)c1=O | 11% | i | 0.2 | 0.5% | -1% | . | -3.0% | -10% | . | -27%
CC1(C)CC2CC(C)(CN2C(=O)c2ccc([N+](=O)[O-])cc2[N+](=O)[O-])C1 (centres undefined) | 3% | i | 0.6 | -0.2% | 1% | 6% | -0.2% | -6% | -0.5% | -26%

High-throughput results deposited in PubChem by several laboratories.

Only part of the results is shown; rates above refer to the full screens.
